# GCN5L2 inh = inhibitors of human GCN5L2 histone acetyltransferase | 390,000 compounds, 0.21% hits | Potency, µM (series often up to 58.9 µM), for the others: at the highest dose activity change, negative = inhibition, actives largely listed as inhibitors | GCN5L2 HAT assay, ThioGlo1 CoA-SH fluorescence
#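 Titration-based screen in which CoA formation is detected via maleimide probe ThioGlo1 (50uM) turning fluorescent on thiol reaction; substrates H3(1-25) 75uM and acetyl-CoA 70uM, GCN5L2 20nM, 20 min incubation at room temperature.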
# FEN1 inhibitor = inhibitors of human flap endonuclease 1. 390,000 compounds, 0.35% hits. AID 588795. P39748. Recombinant FEN1 flap cleavage, fluorescence, 15 min. Potency, µM (highest dose often 114 µM), inactives show at the top dose activity change, negative = inhibition, usual class: inhibitors; note: nearly all actives have a fitted effect of over 65% in size
# Target sequence (P39748 whole entry, looked up): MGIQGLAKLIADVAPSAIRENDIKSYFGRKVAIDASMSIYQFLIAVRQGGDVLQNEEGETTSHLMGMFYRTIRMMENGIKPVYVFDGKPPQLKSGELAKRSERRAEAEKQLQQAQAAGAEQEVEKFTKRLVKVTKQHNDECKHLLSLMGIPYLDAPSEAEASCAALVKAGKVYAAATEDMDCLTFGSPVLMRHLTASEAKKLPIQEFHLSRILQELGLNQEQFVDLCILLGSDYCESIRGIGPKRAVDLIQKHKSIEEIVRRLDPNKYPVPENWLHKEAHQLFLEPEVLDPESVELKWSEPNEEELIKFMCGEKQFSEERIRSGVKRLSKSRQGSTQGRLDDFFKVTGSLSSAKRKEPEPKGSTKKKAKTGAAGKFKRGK
#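 With each library titrated from low to high concentration, compounds met 10 nM FEN1 for 15 min at room temperature before 50 nM substrate was added; readings at 0 and 15 min fed four-parameter Hill curve fits.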
# N370S GC = inhibitors or activators of N370S glucocerebrosidase for Gaucher disease; P04062; N370S GC spleen homogenate, 4MU-glucoside fluorescence; Potency, µM (highest dose often 59.4 µM), inactives show at the highest dose activity change, negative = inhibition, usual class: inhibitors; 330,000 compounds, 0.092% hits;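 note: 0% = full enzyme activity and -100% = no enzyme basal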
# An asterisk follows results filed as active; u = inconclusive; x = no result given; & = joins results of further samples; [ ] = remark or other dose. Calls come from the whole dose curve; as a rule, active = well fitted curve in the direction sought with a large enough effect; inconclusive = small, poorly fitted or top-dose-only effect, or another doubt; inactive = no such curve, though single readings can be large; an effect the other way counts as inactive or inconclusive. Unless noted, % is set by controls: 0 for no effect and ±100 for the full control effect; potency is the fitted concentration of half-maximal effect.
canonical_smiles	GCN5L2 inh	FEN1 inhibitor	N370S GC
COc1ccc(-n2c(Cc3ccccc3)nnc2SCc2ccc([N+](=O)[O-])cc2)cc1	-3.4%	u	11.1%
CC(=O)c1cccc(NC(=O)C2CCN(S(=O)(=O)c3c(C)n[nH]c3C)CC2)c1	40.1%[activator]	-7.7%	-25.5%
CC(=O)Nc1ccc(S(=O)(=O)NCCC(=O)N2CCC(Cc3ccccc3)CC2)cc1	2.8%	0.4%	x
COc1ccc(Cl)cc1NC(=O)C1CCN(C(=O)C2CC(=O)N(c3ccc(C)cc3)C2)CC1 (centres undefined)	-3.0%	1.0%	-22.0%
CCOC(=O)c1ccc(Nc2cc(C)nc(-c3ccccc3O)n2)cc1	-12.8%	8.9%	4.8%
COc1ccc(NS(=O)(=O)c2cc(N)ccc2N2CCCCC2)cc1	-9.3%	u	x
COc1ccc(CNc2nc3c(-c4ccc(C)cc4)nnn3c3ccccc23)cc1	-0.9%	0.6%	x
Cc1cccc(Nc2nc(N3CCOCC3)nc(N3CCOCC3)n2)c1	-10.9%	-3.6%	1.0%
CC(C)C[C@H](N)c1nnc(S(=O)(=O)Cc2ccc(F)cc2)o1	-17.2%	8.0%	-4.5%
CCN1CCCC1CNC(=O)C(=O)NCCc1ccc(OC)c(OC)c1 (centres undefined)	-3.4%	12.8%	30.5%
Cn1c(=O)c2c(nc(NCCO)n2CCCc2ccccc2)n(C)c1=O	1.2%	-10.2%	0.2%
CC(=O)c1ccc(NC(=O)C2(c3ccccc3)CCOCC2)cc1	3.1%	2.8%	3.5%
Cc1cc(C)cc(NC(=O)CCC(=O)N2CCSc3ccccc32)c1	-35.0%&-2.6%	-22.3%&-17.1%	-4.2%
O=C(Nc1ccccc1N1CCCC1)c1ccc(Cl)cc1Cl	-7.1%	-9.0%	11.2%
CCCCOP(=O)(OCCCC)C(O)c1ccc(F)cc1 (centres undefined)	1.5%	0.7%	4.6%
COc1ccc(NC(=O)CCc2c(C)nc3cc(-c4cccc(F)c4)nn3c2C)cc1Cl	3.6%	2.5%	x
COc1ccc(-c2csc(Cc3nnc(N4CCOCC4)n3-c3ccccc3)n2)cc1	-7.1%	-14.5%	3.2%
O=C(O)CCNC(=S)Nc1cccc(F)c1	-8.4%	17.3%	-5.4%
O=C(O)C1CC=CCC1C(=O)NCc1ccccc1 (centres undefined)	-7.7%	10.4%	-17.6%
CCc1ccccc1NC1c2ccccc2C(=O)N1Cc1ccco1 (centres undefined)	0.6%	-6.4%	-9.3%
Cc1ccccc1-c1noc(-c2ccccc2C(=O)N2CCCC2)n1	-6.5%	1.3%	0.8%
CCc1cc(C(=O)N/N=C/c2ccc(O)cc2O)c2ccccc2n1	-9.4%	-7.8%	-28.8%
COc1ccc(N(CC(=O)N2CCc3ccccc3C2)S(=O)(=O)c2ccc(C)cc2)cc1Cl	-5.6%	-9.2%	x
CC(=O)N/C(=C\c1ccccc1)C(=O)OCCCOC(=O)/C(=C/c1ccccc1)NC(C)=O	-1.1%	4.0%	-7.8%
COC(=O)CCC(=O)NC(=S)Nc1sc(C)c(C)c1C(N)=O	0.8%	-2.4%	-6.2%
NNc1nc2sc3c(c2c(=O)n1C1CCCCC1)CCN(Cc1ccccc1)C3	-2.0%	2.5%	-26.8%
CCC(C)NCCCOc1ccc(Cl)cc1C(C)(C)C (centres undefined)	-0.7%	3.0%	-16.6%
Cc1ccc(C(c2sc3nc(C)nn3c2O)N2CCN(CCO)CC2)cc1 (centres undefined)	2.4%	0.3%	-9.7%
COc1ccc(OCCSc2nnc(-c3cccnc3)n2N)cc1	-1.5%	0.4%	-23.1%
CSc1nsc(SCC(=O)Nc2ccc(OC(C)=O)cc2)n1	-0.9%	1.7%	10.0%
Cc1nn(Cc2cccc(C(=O)N3N=C(C(F)F)CC3(O)C(F)F)c2)c(C)c1[N+](=O)[O-] (centres undefined)	1.7%	-11.5%	-0.2%
O=C(CSc1ncn(-c2ccccc2)n1)Nc1ccc2c(c1)OCO2	-12.6%	-11.9%	11.8%
O=S(=O)(Nc1ccc(Cc2ccncc2)cc1)c1ccc(Br)cc1	0.6%	-7.2%	0.6%
COc1cc2ccccc2cc1C(=O)Nc1ccc2oc(-c3cccc(Cl)c3Cl)nc2c1	-0.3%	3.3%	x
COc1ccc(NC(=O)CS(=O)CC(=O)Nc2cccc3cccnc23)cc1 (centres undefined)	0.9%	13.9%	-4.0%
CCOc1cc(CO)cc(Br)c1OCC(=O)Nc1ccccc1C	-6.2%	-4.2%	-10.1%

# Next section (two carried over from the part before).
canonical_smiles	GCN5L2 inh	FEN1 inhibitor	N370S GC
COc1ccc(NC(=O)CS(=O)CC(=O)Nc2cccc3cccnc23)cc1 (centres undefined)	0.9%	13.9%	-4.0%
CCOc1cc(CO)cc(Br)c1OCC(=O)Nc1ccccc1C	-6.2%	-4.2%	-10.1%
Cc1ccc(NC(=O)NC2CCN(S(=O)(=O)c3ccc(F)cc3)CC2)cc1	-3.5%	-2.6%	4.5%
O=C(O)c1ccccc1-c1ccccc1C(=O)NCCCO	-17.9%	-0.9%	15.5%
CCOC(=O)c1sc(NC(=S)NC(=O)c2cccc(Cl)c2)c(C(=O)OCC)c1C	6.4%	-16.3%	-0.1%
COc1ccc(Cl)cc1NC(=O)CN(C)C(=O)c1cccc2cccnc12	4.1%	-6.8%	x
COc1cccc(NC(=O)N2CCCC2C(=O)NCc2ccc(Cl)cc2)c1 (centres undefined)	-11.9%	6.2%	-0.6%
O=C(Nc1ccc2nc(SCC(=O)N3CCc4ccccc43)sc2c1)c1cccc(Cl)c1	-6.1%	22.2%	x
Cc1ccc2nc(C)/c(=N\O)c(C)nc2c1	-5.5%	-8.9%	7.5%
CCc1[nH]nc2c1C(c1cccnc1)C(C#N)=C(N)O2 (centres undefined)	x	-7.2%	2.8%
O=C1CC(N2CCOCC2)C(=O)N1Cc1ccc(N2CCCC2=O)cc1 (centres undefined)	0.8%	-9.4%	13.1%
CCC(=O)Nc1ccc(C(=O)Nc2cccc(C)n2)cc1	-5.9%	-2.2%	-15.7%
COc1ccc(C2/C(=C(/O)c3ccccc3)C(=O)C(=O)N2CCN2CCOCC2)c(OC)c1 (centres undefined)	-26.1%	3.8%	-4.7%
Cc1nn(C)c2c1c(C(F)(F)F)cc(=O)n2CC(=O)N1CCC(C)CC1	0.1%	-6.9%	x
O=C1C[C@@H](c2ccccc2Cl)N1S(=O)(=O)c1ccccc1[N+](=O)[O-]	x	13.9%	-6.1%
Cc1ccccc1-c1nnc2s/c(=C\c3ccc(N(C)C)cc3)c(=O)n12	-6.5%	x	6.0%
CCCCc1ccc(Nc2ncccc2C#N)cc1	-8.7%	-22.7%	28.6%
CCC(C)N(C(=O)c1csnn1)C(C(=O)NCc1ccc(F)cc1)c1ccccc1F (centres undefined)	-5.4%	8.2%	-2.0%
CCOC(=O)c1c(C)[nH]c(C(=O)Cn2c(=O)oc3ccccc32)c1C	-8.2%	-4.9%	-1.5%
Cc1nc(NCCc2ccccc2)c2nnn(Cc3ccccc3Cl)c2n1	0.9%	7.2%	2.2%
CCCc1cc(C(=O)Nc2ccc(OC)cc2[N+](=O)[O-])cs1	-10.8%	4.1%	11.0%
COc1ccccc1CNCc1cccs1	-1.1%	-2.3%	0.1%
Cc1cccc(C)c1NC(=O)COC(=O)C1CC(=O)N(Cc2ccccc2)C1 (centres undefined)	-6.3%	6.1%	-4.5%
CC(C)CCn1nnnc1C(c1ccc(N(C)C)cc1)N1CCN(C(=O)c2ccco2)CC1 (centres undefined)	-3.9%	-3.5%	2.3%
COC(=O)/C=c1\[nH]c2nnc(C)n2c1=O	2.0%	14.9%	7.4%
CC(=O)c1ccc(S(=O)(=O)NC2CC(=O)N(c3ccc(C)cc3)C2)cc1 (centres undefined)	3.7%	4.0%	-2.4%
CCOC(=O)c1cn2nc(SCc3ccccc3)nc2nc1C	0.2%	-0.9%	-8.3%
Cc1nc(SCc2nc3ccccc3[nH]2)c2oc3ccccc3c2n1	u	-1.4%	16.0%
N#Cc1ccccc1OCC(=O)Nc1nnc(C2CC2)s1	0.4%	-7.9%	x
Nn1c(SCC(=O)Nc2ccc3c(c2)OCCO3)nnc1C(F)(F)F	-0.1%	8.5%	-2.6%
Cc1nc(CCNS(=O)(=O)c2cccnc2)cs1	2.8%	20.8%	-1.3%
COc1ccc(C=O)c(OC)c1	-4.9%	0.9%	-18.8%
COc1ccc(C2C(C#N)=C(N)N(N(C)C)C3=C2C(=O)CC(C)(C)C3)cc1OC (centres undefined)	16.5%	11.4%	-10.0%
CC1CCC(NC(=O)C2(C)Cc3ccccc3C(=O)N2Cc2ccc(Cl)cc2)CC1 (centres undefined)	-0.9%	-5.3%	x
O=C(N/N=C/c1c[nH]c2c1ccc1ccccc12)c1ccc([N+](=O)[O-])cc1	-4.9%	2.0%	11.6%
O=S(=O)(Nc1ccccc1N1CCCCC1)c1cccs1	-0.6%	3.3%	0.3%
CC(Sc1nc(N)cc(=O)[nH]1)C(=O)N1CCOCC1 (centres undefined)	2.6%	40.6%[activator]	-1.4%
CC(C)NC(=O)N1CCCC2(CCN(C(=O)c3cccn3C)CC2)C1	-12.0%	x	13.6%

# 4 compounds out of the list, sorted by molar mass, lowest first:
canonical_smiles	GCN5L2 inh	FEN1 inhibitor	N370S GC
O=C(O)CCNC(=S)Nc1cccc(F)c1	-8.4%	17.3%	-5.4%
Cc1ccccc1-c1noc(-c2ccccc2C(=O)N2CCCC2)n1	-6.5%	1.3%	0.8%
COC(=O)CCC(=O)NC(=S)Nc1sc(C)c(C)c1C(N)=O	0.8%	-2.4%	-6.2%
CCOC(=O)c1ccc(Nc2cc(C)nc(-c3ccccc3O)n2)cc1	-12.8%	8.9%	4.8%

# Continued.
canonical_smiles	GCN5L2 inh	FEN1 inhibitor	N370S GC
CN1C/C(=C/c2ccc(B(O)O)cc2)C(=O)/C(=C/c2ccc(B(O)O)cc2)C1	-18.1%	x	0.0%
CSc1ccc(/C=C2\CCn3c2nc2cc(C(=O)O)ccc2c3=O)cc1	5.4%	u	23.3%
Cc1ccc(NC(=O)NCCSc2ccc(C)cc2)cc1	-0.5%	-3.2%	2.4%
Cc1c(CNC(=O)C2CC2)c(-n2cccc2)n(Cc2ccccc2)c1C	1.8%	-1.6%	10.5%
CCCS(=O)(=O)c1nc(C)cc(C)c1S(C)(=O)=O	2.1%	1.1%	22.3%
O=C(Nc1cc(-c2nc3ccccc3s2)ccc1Cl)c1ccc2c(c1)OCO2	-2.4%	29.9%	3.3%
COCCCC1CCN(C(=O)C2CCC(=O)N(Cc3cccc(F)c3)C2)CC1 (centres undefined)	-15.9%	19.5%	10.7%
CCOc1ccc(NC(=O)CSc2nccn2C)cc1	-3.0%	-14.8%	10.0%
NS(=O)(=O)c1ccc(N=Nc2ccc(=O)[nH]c2O)cc1	-16.2%	79.4µM*	u
CC(C)(C)c1ccc(-c2nc3cc(NC(=O)c4cccc(Br)c4)ccc3o2)cc1	-8.6%	8.8%	x
Cc1nc2ccccc2n1CC(O)c1ccccc1 (centres undefined)	1.4%	-8.7%	-9.1%
COc1ccccc1CNC(=O)COC(=O)c1c(C)nn(-c2ccccc2)c1Cl	0.7%	-15.3%	-1.4%
Cc1cc(C)cc(NC(=O)COC(=O)COc2cccc3c2OC(C)(C)C3)c1	-9.8%	-8.9%	1.4%
CCOC(=O)c1cccc(NC(=O)CN(c2ccc(OC)cc2)S(=O)(=O)c2c(C)noc2C)c1	-8.4%	2.6%	-3.3%
Cc1ccc(C(=O)OCC(=O)NCc2cccs2)c(C)c1	-3.8%	3.8%	-5.4%
CCNC(=O)COc1cccc2ccccc12	-0.8%	3.0%	4.7%
COc1cccc2c1OC1(C)CC2NC(=O)N1Cc1ccccc1 (centres undefined)	0.6%	11.3%	5.4%
OCCC1CN(Cc2cccn2-c2nccs2)CCN1CCc1ccccc1 (centres undefined)	1.3%	5.2%	5.4%
CC(C)NC(=O)NC(=O)COC(=O)c1cccc(S(=O)(=O)N2CCCCC2)c1	0.2%	9.0%	14.5%
CCC1(CC)NC(=O)N(CC(=O)OCC(=O)Nc2ncc(Cl)cc2Cl)C1=O	5.4%	-12.0%	4.7%
CC1CCc2c(C(=O)Nc3nccs3)csc2C1 (centres undefined)	-8.7%	-1.5%	2.9%
Cc1ccc(C)c(NC(=O)CSc2nnc(-c3ccccc3C)o2)c1	-0.7%	-3.7%	1.9%

# Entries shown so far containing a tert-butyl group:
canonical_smiles	GCN5L2 inh	FEN1 inhibitor	N370S GC
CCC(C)NCCCOc1ccc(Cl)cc1C(C)(C)C (centres undefined)	-0.7%	3.0%	-16.6%
CC(C)(C)c1ccc(-c2nc3cc(NC(=O)c4cccc(Br)c4)ccc3o2)cc1	-8.6%	8.8%	x

# Assay outcomes from PubChem.
